Screens: PubChem, several laboratories
VIM-2 inhibitor: VIM-2 metallo-beta-lactamase inhibitors, primary screen, biochemical, epi-absorbance readout, Pseudomonas aeruginosa enzyme; purified VIM-2, nitrocefin hydrolysis, epi-absorbance fluorescence; inhibition, % at 5.6 µM; 290,000 tested, 0.89% active; AID 1527, 2009;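 active = inhibition above the mean of all tested compounds plus 3 SD, cutoff set per screening run, cut at about 7.5% in these data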;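 note: red hydrolysis product quenches plate fluorescence so inhibitors raise well fluorescence; 0% = enzyme with DMSO and 100% = DMSO without enzyme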
GalR3 antagonist: GalR3 antagonists in HEK293 cells, primary screen, cell-based, fluorescence readout; 360,000 tested, 0.44% active; AID 651719, 2012; Galanin receptor type 3 (Homo sapiens), O60755; HEK293 GalR3-CNG cAMP membrane potential fluorescence; galR3 body fused to GalR1 C-terminus; inhibition, % at 3 µM;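 active = inhibition above the screen-wide average plus 3 SD, cut at about 13% in these data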;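 note: forskolin and galanin both at EC90 stimulate the cells; cAMP rise reported by CNG channel membrane potential dye signal; 0% = forskolin plus galanin with DMSO and 100% = forskolin alone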
NS3 helicase inh: inhibitors of HCV NS3 helicase, primary screen, biochemical, Cy5 molecular beacon fluorescence | AID 1800, 2009 | inhibition, % at 10.9 µM | NS3 helicase DNA unwinding | 290,000 tested, 0.56% active | Hepatitis C virus NS3 helicase;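 active = inhibition above the mean of all tested compounds plus 3 SD, set per campaign, cut at about 35% in these data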;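 note: 0% = DMSO wells and 100% = thioflavine S control wells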
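System: HCV NS3 helicase fragment; control set: DMSO and thioflavine S; technique: Cy5 fluorescence at 0 and 60 min, beacon hairpin quenching; reagent: beacon DNA duplex substrate plus ATP; replicates: singlicate; schedule: 1 h reaction at 25 °C, ATP-initiated; medium: MOPS buffer pH 6.5 with MgCl2, DTT, Tween20, BSA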
IDE cell inh: human IDE inhibitors in live cells, primary screen, fluorescence polarization, HEK cells, FAbetaB substrate; inhibition, % at 5.59 µM; FAbetaB cleavage; 320,000 tested, 0.41% active; Insulin-degrading enzyme (Homo sapiens), P14735;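 active = percent inhibition above the average of all tested compounds plus 3 SD, set per screening campaign, cut at about 16% in these data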;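 note: IDE supplied by intact live HEK cells; FP after avidin binding of uncleaved biotin substrate so inhibition keeps polarization high; 0% = DMSO wells and 100% = 60 µM reference IDE inhibitor Ii1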
SUMO HTRF inh: inhibitors of in vitro SUMOylation cascade, primary screen, biochemical, HTRF, uHTS; 290,000 tested, 0.36% active; SUMO-conjugating enzyme UBC9 (Homo sapiens), P63279; inhibition, % at 35 µM; HTRF SUMOylation assay, SAE1/SAE2 + UBC9; in the data active = inhibition above about 50%, passing the limit was not always enough; note: strong numbers were not always called active
IMP-1 inhibitor: IMP-1 metallo-beta-lactamase inhibitors, primary screen, biochemical, epi-absorbance readout, Pseudomonas aeruginosa enzyme | metallo-beta-lactamase IMP-1 (Pseudomonas aeruginosa) | purified IMP-1, nitrocefin hydrolysis, epi-absorbance fluorescence | inhibition, % at 5.6 µM | 290,000 tested, 0.45% active | AID 1556, 2009;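 active = inhibition above the mean plus 3 SD of all compounds in the same screening run, cut at about 4.5% in these data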;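 note: 0% = IMP-1 with DMSO and 100% = DMSO wells lacking enzyme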
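System: Purified IMP-1 | Read-out basis: Percent enzyme inhibition | Controls: IMP-1 with DMSO as 0%, enzyme-free DMSO as 100% | Replicates: One well per compound | Doses: 5.6 µM nominal single concentration | Detection: Epi-absorbance fluorescence, 480 nm excitation, 530 nm emission | Incubation: 25 °C, 15 min preincubation, 25 min reaction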
CRFR2-BP antag: antagonists of CRF-BP/CRF-R2 complex, primary screen, cell-based, HEK293, calcium dye fluorescence, uHTS; CRF-induced calcium fluorescence; inhibition, % at 11.8 µM; 350,000 tested, 0.59% active;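 active = inhibition of the ligand-induced calcium signal above about 50% at the single tested concentration, limit read from the data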
pCIP destab: p/CIP-EGFP fusion destabilizers, primary screen, fluorescence, F442A cells. Q05BA5. 16 h. decrease of EGFP signal, % at 10 µM. 290,000 tested, 0.01% active;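 active = EGFP signal decrease of at least 30% at 10 µM or well 3 SD below plate mean, unless failing retest; inactive = the rest, including hits failing retest or dose response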; note: some compounds called inactive have numbers as strong as hits; many of its hits are not listed in these tables
Target sequence (Q05BA5 1-1403): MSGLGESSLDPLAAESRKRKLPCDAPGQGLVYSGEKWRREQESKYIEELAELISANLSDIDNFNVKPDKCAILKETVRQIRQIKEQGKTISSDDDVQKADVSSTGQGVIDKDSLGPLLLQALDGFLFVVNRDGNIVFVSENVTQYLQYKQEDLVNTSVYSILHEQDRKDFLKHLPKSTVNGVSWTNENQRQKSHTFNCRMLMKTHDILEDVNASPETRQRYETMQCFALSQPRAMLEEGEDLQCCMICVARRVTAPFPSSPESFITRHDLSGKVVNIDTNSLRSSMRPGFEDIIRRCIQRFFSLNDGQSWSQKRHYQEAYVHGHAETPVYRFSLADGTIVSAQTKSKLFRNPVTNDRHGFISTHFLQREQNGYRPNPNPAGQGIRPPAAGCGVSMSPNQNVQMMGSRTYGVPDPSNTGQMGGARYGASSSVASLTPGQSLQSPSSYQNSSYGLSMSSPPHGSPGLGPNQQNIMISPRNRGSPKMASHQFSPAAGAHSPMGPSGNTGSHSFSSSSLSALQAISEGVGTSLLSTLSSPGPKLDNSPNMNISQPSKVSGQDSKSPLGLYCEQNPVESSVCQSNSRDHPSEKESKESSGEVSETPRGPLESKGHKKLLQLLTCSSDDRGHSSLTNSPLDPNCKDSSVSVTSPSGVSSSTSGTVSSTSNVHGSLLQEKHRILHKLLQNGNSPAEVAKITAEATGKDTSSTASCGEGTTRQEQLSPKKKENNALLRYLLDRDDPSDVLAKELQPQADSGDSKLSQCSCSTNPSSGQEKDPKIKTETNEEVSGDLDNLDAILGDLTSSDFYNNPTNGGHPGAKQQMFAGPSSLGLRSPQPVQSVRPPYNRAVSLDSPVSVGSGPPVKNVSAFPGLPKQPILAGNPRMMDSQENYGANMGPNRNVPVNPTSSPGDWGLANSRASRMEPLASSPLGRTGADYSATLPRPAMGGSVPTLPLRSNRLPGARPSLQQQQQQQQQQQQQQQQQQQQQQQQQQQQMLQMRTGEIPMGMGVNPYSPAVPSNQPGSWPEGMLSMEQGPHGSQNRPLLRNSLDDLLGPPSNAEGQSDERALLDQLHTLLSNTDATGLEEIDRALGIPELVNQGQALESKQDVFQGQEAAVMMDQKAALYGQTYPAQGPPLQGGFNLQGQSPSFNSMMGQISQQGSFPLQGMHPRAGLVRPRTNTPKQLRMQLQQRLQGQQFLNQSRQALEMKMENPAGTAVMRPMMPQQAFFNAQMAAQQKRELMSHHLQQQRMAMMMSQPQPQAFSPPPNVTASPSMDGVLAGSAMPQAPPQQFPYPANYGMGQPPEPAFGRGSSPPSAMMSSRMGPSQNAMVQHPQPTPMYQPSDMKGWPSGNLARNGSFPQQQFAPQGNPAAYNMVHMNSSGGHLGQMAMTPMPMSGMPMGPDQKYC
IDE act: human IDE activators in live cells, primary screen, fluorescence polarization, HEK cells, FAbeta-B substrate | Insulin-degrading enzyme (Homo sapiens), P14735 | FAbeta-B cleavage; 0% vehicle, 100% cell-free pure enzyme wells | activation, % at 5.96 µM | 340,000 tested, 0.073% active | AID 493087, 2011;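 active = activation above the mean of all tested compounds plus 3 SD, set per screening campaign, cut at about 17% in these data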
Starred values were filed as active, the others as inactive; . = no result given. Only part of the results is shown. The share of hits here may be higher or lower than overall.

SMILES | VIM-2 inhibitor | GalR3 antagonist | NS3 helicase inh | IDE cell inh | SUMO HTRF inh | IMP-1 inhibitor | CRFR2-BP antag | pCIP destab | IDE act
Cc1cccc(-n2c(O)c(C=NCc3cccnc3)c(=O)[nH]c2=O)c1C | -3.2 | -0.7 | 4.5 | 10.3 | 32.7 | -2.1 | -17.7 | -10.4 | 1.2
COC(=O)[C@@H]1C[C@H]1[C@@H](NP(=O)(c1ccccc1)c1ccccc1)c1ccccc1 | -2.6 | 1.4 | -0.1 | -1.0 | -6.3 | -3.9 | 4.6 | 11.5 | -1.9
Cc1ccnc(-n2c(-c3ccco3)nc3ccccc3c2=O)c1 | -1.6 | 1.8 | -0.4 | -0.8 | 7.2 | -2.5 | -8.2 | -10.0 | 2.6
c1ccc(CCNCc2cccnc2)cc1 | -0.4 | -8.6 | 22.2 | -0.1 | 10.1 | -0.4 | 15.6 | -2.4 | -0.8
Cc1ccccc1NP(=O)(Oc1ccccc1F)Oc1ccccc1F | 0.6 | 1.4 | -19.2 | 1.8 | -13.8 | 0.9 | -13.5 | -3.4 | 7.3
O=C([O-])c1ccc(-[n+]2c(-c3ccccc3)cc(-c3ccccc3)cc2-c2ccccc2)cc1 | . | -4.3 | . | -0.9 | . | . | -6.9 | . | 1.8
O=c1[nH]c(=O)n(CCc2ccc(F)cc2)c(O)c1/C=N/N1CCCCC1 | -0.2 | -4.2 | -1.8 | 2.0 | 14.7 | -2.1 | -8.4 | 0.4 | 4.6
COC(=O)C1=C(c2cc3ccccc3s2)C[C@@H]2CC[C@H]1N2C(=O)N1CCCCC1 | . | -6.3 | . | 0.3 | . | . | 5.8 | . | 3.4
Brc1ccc(Oc2ccc(Br)cc2Br)c(Br)c1 | . | 2.3 | . | -1.0 | . | . | 12.7 | . | 5.0
c1ccc(CCn2nnnc2CN2CCC(n3nnc4ccccc43)CC2)cc1 | -2.6 | -2.8 | -3.1 | -1.7 | -31.8 | -4.2 | 13.5 | -0.1 | -4.6
COc1ccc(Cn2c(N)c(C(=O)NCc3ccco3)c3nc4ccccc4nc32)cc1 | -3.5 | -3.0 | 21.5 | 1.4 | 95.3 | -3.4 | 16.6 | -27.6 | -1.0
Cc1cc(C)cc(N2C(=O)/C(=C\c3ccc(N4CCN(C)CC4)o3)C(=O)NC2=S)c1 | -1.4 | -2.9 | 32.6 | 7.7 | 14.0 | -1.7 | -38.6 | -41.2 | .
O=C1c2ccccc2C(=O)N1Cc1nc2ccccc2c(=O)n1-c1ccc(Br)cn1 | -0.8 | -4.2 | -6.4 | 2.3 | -5.0 | -0.8 | 1.9 | 2.6 | 1.0
O=c1[nH]c(=O)n(-c2ccccc2)c(O)c1C=NC12CN3CN(CN(C3)C1)C2 | -2.2 | 5.2 | -1.5 | 2.1 | 12.1 | -0.6 | . | 8.3 | .
COC(=O)C1=C(c2ccc(F)cc2F)C[C@@H]2CC[C@H]1N2C(=O)NCCO | . | -3.6 | . | -2.6 | . | . | -9.4 | . | 1.5
C=CCN1C(=O)CSc2ccc(C(=O)N3CCC4(CC3)OCCO4)cc21 | -2.1 | -4.3 | 1.5 | -0.1 | -4.1 | -4.2 | 30.1 | -4.2 | 9.5
Cc1ccc[n+](CC(O)Cn2c3ccccc3c3ccccc32)c1 (configuration not stated) | -4.4 | -2.5 | 4.0 | -1.1 | 21.7 | -4.6 | 8.6 | -19.8 | 4.5
CCC(Oc1cc(Cl)ccc1Cl)C(=O)N1CCC2(CC1)OCCO2 (configuration not stated) | 0.2 | -0.6 | -1.5 | 2.2 | 1.3 | -2.8 | -5.4 | 1.4 | 0.2
C#CCN[C@H](C)Cc1ccccc1 | . | -0.9 | . | -2.4 | . | . | -28.4 | . | 3.2
O=S(=O)(NC1CCCCCCC1)OCC(Cl)(Cl)Cl | -3.2 | -3.0 | 13.8 | 0.2 | -4.1 | -4.5 | -5.7 | 4.9 | 5.4
Cc1cccc(C(=O)NC(Oc2ccccc2)C(Cl)(Cl)Cl)c1 (configuration not stated) | -1.3 | -4.2 | 1.0 | -4.6 | 10.0 | -0.9 | 12.7 | -6.1 | 5.1
CN1C(=O)C(=Cc2c(OCc3cnc(Cl)s3)ccc3ccccc23)C(=O)N(C)C1=O | 1.6 | 0.2 | -15.1 | 4.0 | -15.8 | 0.2 | -62.1 | -5.8 | 0.9
O=C1NC(=O)N(c2ccc3c(c2)OCO3)C(=O)/C1=C\c1ccc(-c2ccccc2C(=O)O)o1 | -1.6 | 2.2 | 24.4 | 1.9 | 19.2 | -2.0 | 8.6 | -6.6 | -0.5
O=C1NC(=O)N(Cc2ccccc2)C(=O)/C1=C\C=C\c1ccco1 | -3.0 | 5.1 | 41.9* | 17.2* | 11.6 | -1.5 | -71.7 | -32.2 | -17.1
COC(=O)C1=C(c2ccccc2OCc2ccccc2)C[C@@H]2CC[C@H]1N2C(=O)NCc1ccc(OC)cc1 | . | -4.8 | . | 0.2 | . | . | -0.8 | . | 1.7
CCN1C(=O)C(=Cc2c(C)n(CC(=O)NCC3CCCO3)c3ccccc23)C(=O)N(CC)C1=S (configuration not stated) | -1.3 | -1.3 | 26.5 | 1.0 | 5.3 | 20.0* | -2.1 | -19.0 | 1.5
O=c1[nH]c(O)c(C=Nc2ccccc2Oc2ccccc2)c(=O)[nH]1 | -3.4 | -5.3 | -1.0 | -1.6 | 34.7 | -1.7 | -1.3 | -14.0 | -1.0
CC1(C)CC(=O)C(C=NCCN2CCN(C(=O)Cc3ccc(F)cc3)CC2)=C(O)C1 | -2.6 | -4.5 | 0.4 | 0.7 | 32.8 | -3.1 | 17.6 | -10.3 | 2.5
O=C(/C=C/c1ccccc1)c1c(O)n(CCc2ccccc2)c(=O)[nH]c1=O | -0.9 | -4.4 | 29.4 | 1.1 | -15.9 | -1.7 | -2.9 | 2.2 | 1.1
COC(=O)C1=C(c2ccc(C(C)=O)cc2)C[C@@H]2CC[C@H]1N2C | . | -3.7 | . | -1.2 | . | . | 4.0 | . | 0.3
O=C(Cn1nc(Cc2cccnc2)c2ccccc2c1=O)N1CCC2(CC1)OCCO2 | -1.8 | -5.7 | -11.4 | 2.6 | 6.9 | -3.2 | 7.9 | -3.8 | 6.9
O=C(CN1CC(c2ccccc2)CC1=O)Nc1ccccc1 (configuration not stated) | -3.0 | -1.5 | -0.2 | 2.0 | 2.4 | -2.2 | -26.3 | 2.7 | 3.7
CC(C)c1ccc(N2C(=O)NC(=O)/C(=C/c3cnc(-c4ccccc4)nc3)C2=O)cc1 | -2.1 | -0.1 | 21.0 | 7.1 | 6.0 | -4.8 | -24.4 | -20.0 | 3.5
O=C1NC(=S)NC(=O)C1=Cc1cccc2cc3ccccc3cc12 | 0.5 | -9.1 | 5.7 | . | 8.2 | -0.5 | 1.1 | 8.4 | -5.5
COc1ccc(C2(C#N)CC[N+](C)(C)CC2)cc1 | -0.8 | -3.8 | -4.5 | -1.7 | 20.1 | -1.8 | -7.4 | -12.0 | -0.1
Cc1ccccc1C1=NCC(=O)N(CC(=O)NCc2ccco2)c2sc3c(c21)CCCC3 | 0.3 | -6.8 | 1.2 | -2.2 | 23.7 | -4.2 | -12.3 | -21.9 | 3.8
CCOc1ccc(CN(CCCl)CCCl)cc1C(=O)OC | -1.1 | . | -6.8 | 4.4 | -3.2 | -1.2 | 7.1 | -11.2 | 4.4
CCOC(=O)COc1ccc(/C=C2\C(=O)NC(=S)N(c3ccc(OC)cc3)C2=O)cc1OC | -1.0 | -3.1 | 0.2 | 0.8 | 24.4 | -0.4 | -1.4 | -0.4 | 4.6
CCOc1cc2[nH]c(=S)n(CCCC(=O)N3CCC4(CC3)OCCO4)c(=O)c2cc1OCC | -2.2 | -4.9 | -6.4 | 3.1 | 5.6 | -1.7 | 0.6 | 0.7 | -6.6
N#CC1=C(N)Oc2c(c(=O)sc3ccccc23)C1c1ccncc1 (configuration not stated) | 0.3 | -4.3 | -1.3 | -1.4 | 9.8 | -1.9 | -4.0 | 3.7 | 3.4
OC1/C(=C/c2ccccc2F)N2CCC1CC2 (configuration not stated) | 2.3 | -5.1 | 15.1 | -2.6 | 2.1 | -0.4 | 13.4 | 4.1 | 2.3
O=c1[nH]c2c(c(=O)n1C1CCCCC1)CCC2 | -3.3 | -4.2 | 5.1 | -2.0 | 9.4 | -4.9 | 7.5 | 0.5 | -1.0
CCCNC(=O)c1c(N)n(CC2CCCO2)c2nc3ccccc3nc12 (configuration not stated) | 1.9 | -6.0 | 7.3 | 6.6 | 101.5* | 0.3 | -7.0 | -5.0 | 2.6
Oc1cccc2nc3ccccc3nc12 | -2.0 | -6.3 | -3.2 | 7.2 | -0.6 | -4.7 | 7.8 | -12.0 | 1.1
COc1cccc(-c2nn(CCC#N)cc2C(=O)Nc2ccccc2Cl)c1 | -2.0 | -11.7 | -7.2 | . | 6.7 | -3.1 | 12.4 | -6.2 | 1.2
COc1ccc(C(=O)N2CCC3(CC2)OCCO3)cc1 | -0.8 | -5.9 | 0.2 | 0.2 | 23.6 | -0.9 | 1.4 | -3.6 | 4.4
CCOc1cc2c(cc1OCC)-n1cccc1C(c1cc(C)c(OC)cc1C)NC2 (configuration not stated) | -2.5 | -11.7 | -54.6 | 12.4 | -11.5 | -3.0 | 8.0 | -6.8 | -0.4
Cc1nc2ncnn2c(C)c1CCC(=O)N1CCC2(CC1)OCCO2 | -2.2 | -4.0 | -6.1 | -4.2 | 25.9 | -2.5 | 7.7 | -5.7 | 4.2
CCOP(=O)(Cc1cc(C(=O)CC)c(C)o1)OCC | 0.6 | -5.6 | 0.2 | -1.2 | 17.5 | -0.9 | 19.7 | -5.1 | .
CN1C[C@H](CNC(=O)OCc2ccccc2)C[C@@H]2c3cccc4c3c(cn4C)C[C@H]21 | 2.2 | . | -57.7 | 0.7 | 45.4 | -0.7 | -2.1 | -5.6 | 4.0
COc1ccc(OC)c(-n2c(O)c(/C=C3\C(C)=Nc4ccccc43)c(=O)[nH]c2=O)c1 | -3.8 | -6.2 | 6.2 | -0.2 | -13.0 | -3.2 | -16.6 | -5.2 | .
